Bioassay records as filed in PubChem BioAssay.
TAAR1 agonist – human TAAR1 agonists, primary screen, Fluo-8 calcium fluorescence, CHO RD-HGA16 cells; activation, % at 3 µM; vehicle wells 0%, saturating PEA agonist 100%; 0.99% of 360,000 active; AID 624467, 2012; Trace amine-associated receptor 1 (Homo sapiens), Q96RJ0;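 active = activation above the mean activation of all test compounds in the run plus 3 SD, cut at about 38% in these data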
Target sequence (Q96RJ0 whole entry, looked up): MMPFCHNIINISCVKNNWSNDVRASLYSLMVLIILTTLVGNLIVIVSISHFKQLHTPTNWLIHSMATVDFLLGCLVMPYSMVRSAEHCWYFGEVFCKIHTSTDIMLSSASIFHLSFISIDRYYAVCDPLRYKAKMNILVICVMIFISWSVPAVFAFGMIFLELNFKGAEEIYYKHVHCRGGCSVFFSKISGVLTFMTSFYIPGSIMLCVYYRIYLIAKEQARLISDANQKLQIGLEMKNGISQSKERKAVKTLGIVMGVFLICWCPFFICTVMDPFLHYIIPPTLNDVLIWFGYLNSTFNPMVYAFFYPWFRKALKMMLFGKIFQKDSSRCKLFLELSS
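System: CHO RD-HGA16 cells carrying human TAAR1 plus Gα16; Incubation: 17-24 h seeding, 75 min 37 °C dye, 30 min RT; Measured by: Fluo-8 fluorescence, 5 s baseline then 140 s kinetic read; Control set: DMSO and PEA EC100; Replication: single well for each compound.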
CHRM4 agonist – human M4 muscarinic receptor agonists, primary screen, CHO-K1 cells, Fluo-8 calcium fluorescence. activation, % at 3 µM. Muscarinic acetylcholine receptor M4 (Homo sapiens), P08173. 0.14% of 360,000 active. AID 624127, 2012. CHO-K1 hM4/Gqi5; vehicle 0%, full acetylcholine response 100%;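 active = activation above the run mean over all test wells plus 3 SD, cut at about 32% in these data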;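 note: peak over basal fluorescence ratio per well then scaled between controls; 0% = DMSO wells and 100% = acetylcholine at EC100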
CHRM1 agonist – human M1 muscarinic receptor agonists, primary screen, Fluo-8 calcium fluorescence, CHO-K1 cells, HTS; Muscarinic acetylcholine receptor M1 (Homo sapiens), P11229; CHO-K1 hM1, agonist mode; 0% DMSO, 100% acetylcholine EC100; 0.33% of 360,000 active; activation, % at 3 µM;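 active = activation above the run's mean compound activation plus 3 SD, cut at about 16% in these data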;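 note: peak over basal fluorescence ratio within a 140 s kinetic read after compound addition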
Target sequence (P11229 whole entry, looked up): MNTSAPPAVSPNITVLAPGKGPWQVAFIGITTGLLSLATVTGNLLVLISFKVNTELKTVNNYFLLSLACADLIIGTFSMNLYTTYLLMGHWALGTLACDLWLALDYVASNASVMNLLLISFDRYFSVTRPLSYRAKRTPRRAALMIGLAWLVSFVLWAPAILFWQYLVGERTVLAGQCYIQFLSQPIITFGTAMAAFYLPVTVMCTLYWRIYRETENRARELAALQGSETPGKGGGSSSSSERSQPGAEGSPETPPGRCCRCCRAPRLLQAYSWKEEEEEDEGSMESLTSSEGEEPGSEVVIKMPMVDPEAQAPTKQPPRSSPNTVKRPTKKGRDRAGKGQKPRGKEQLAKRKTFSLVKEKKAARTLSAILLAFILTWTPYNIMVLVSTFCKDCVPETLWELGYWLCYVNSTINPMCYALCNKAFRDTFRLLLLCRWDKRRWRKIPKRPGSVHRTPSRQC
CHRM1 PAM – human M1 muscarinic receptor positive allosteric modulators, primary screen, CHO-K1 cells, Fluo-8 calcium fluorescence, 1536-well | Muscarinic acetylcholine receptor M1 (Homo sapiens), P11229 | CHO-K1 hM1, ACh EC20; 0% = ACh EC20, 100% = maximal ACh | activation, % at 3 µM | 0.088% of 360,000 active | AID 588819, 2011; in the data active = activation above about 19%, passing the limit was not always enough
CHRM4 antagonist – human M4 muscarinic receptor antagonists, primary screen, CHO cells, Fluo-8 calcium fluorescence; Muscarinic acetylcholine receptor M4 (Homo sapiens), P08173; CHO-hM4 cells, ACh EC80; inhibition, % at 3 µM; 0.73% of 360,000 active; AID 624125, 2012;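 active = inhibition above its plate's cutoff, the mean inhibition of sample wells plus 3 SD, cut at about 27% in these data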;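 note: 0% = acetylcholine EC80 with DMSO and 100% = DMSO without agonist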
CHRM5 agonist – human M5 muscarinic receptor agonists, primary screen, CHO-K1 cells, Fluo-8 calcium fluorescence; CHO-K1 hM5 cells; 0% DMSO wells, 100% maximal acetylcholine response; activation, % at 3 µM; 0.19% of 360,000 active; AID 624037, 2012;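 active = activation above the run's mean over test compounds plus 3 SD, cut at about 23% in these data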;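 note: signal is peak over basal fluorescence ratio across the kinetic read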
M5 antag – human M5 muscarinic receptor antagonists, primary screen, CHO cells, Fluo-8 calcium fluorescence | CHO-hM5 cells, ACh EC80 | inhibition, % at 3 µM | 0.59% of 360,000 active;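 active = inhibition above a per-plate cutoff, the mean of that plate's test compounds plus 3 SD, cut at about 27% in these data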;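 note: 0% = acetylcholine EC80 with DMSO and 100% = DMSO without agonist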
CHRM5 PAM – human M5 muscarinic receptor positive allosteric modulators, primary screen, CHO-K1 cells, Fluo-8 calcium fluorescence. 0.3% of 360,000 active. Muscarinic acetylcholine receptor M5 (Homo sapiens), P08912. activation, % at 3 µM. AID 624038, 2012. CHO-K1 hM5, ACh EC20 PAM; 0% = ACh EC20, 100% = ACh EC100;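 active = activation above the run cutoff, the mean activation of all test compounds plus 3 SD, cut at about 18% in these data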
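System: CHO-K1 hM5 cells. Reagent: acetylcholine, EC20 level. Compound dosing: single dose, 3 µM nominal final test concentration. Timing: Post-acetylcholine fluorescence recording 140 s. Detection: Fluo-8 calcium fluorescence. Read-out: % activation, ACh-normalized. Benchmarks: ACh EC20 and EC100 wells. Repeats: singlicate, one well per test compound.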
M1 antag – human M1 muscarinic receptor antagonists, primary screen, CHO-K1 cells, Fluo-8 calcium fluorescence, 1536-well | Muscarinic acetylcholine receptor M1 (Homo sapiens), P11229 | CHO-K1 hM1, ACh EC80 antagonist | inhibition, % at 3 µM | 1.3% of 360,000 active | AID 588852, 2011;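 active = percent inhibition above its own plate's cutoff, namely the mean of that plate's compound wells plus 3 SD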;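 note: peak over basal fluorescence ratio during 140 s after agonist addition; 0% = ACh EC80 plus DMSO and 100% = DMSO alone without agonist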
* marks the source's active call; other numbers are inactive results; x = no result given. Only part of the results is shown; count on the stated rates, not on these rows.

SMILES	TAAR1 agonist	CHRM4 agonist	CHRM1 agonist	CHRM1 PAM	CHRM4 antagonist	CHRM5 agonist	M5 antag	CHRM5 PAM	M1 antag
Nc1c(Cl)ncnc1N/N=C/c1ccnc2ccccc12	2	1	-6	5	-12	-2	-7	3	-5
CC1(C)CC2CC(C)(CN2S(=O)(=O)c2ccccc2[N+](=O)[O-])C1 (centres undefined)	0	-1	-7	-4	-7	-1	6	-3	-1
CCOc1ccc(CN2CCNC(=O)C2CC(=O)NCC2CCOCC2)cc1 (centres undefined)	2	0	2	2	2	-1	1	3	-3
CC(C)(C)c1nnc(NC(=O)NS(=O)(=O)c2ccccc2)s1	18	0	-2	1	2	1	3	-5	-3
CCCc1nc(N2CCN(C)CC2)c2sc(=S)n(-c3ccccc3)c2n1	0	0	0	2	-12	1	-3	-2	-5
Cc1cc(NC(=O)CCCn2nc(C)c([N+](=O)[O-])c2C)no1	1	0	-3	-1	-5	1	11	-10	-4
O=C(COc1cccc2ccccc12)N1CCN(c2ccccc2)CC1	0	3	-3	5	-3	-3	7	-2	-3
CC1CC(C)CN(C(=O)c2cccc(N3C(=O)c4ccccc4C3=O)c2)C1 (centres undefined)	3	2	-4	8	-4	-3	8	-8	-11
O=C1COc2ccc(C(=O)COC(=O)CCSc3ccccc3)cc2N1	15	6	3	-5	11	2	-11	-2	2
[O-][n+]1cccc(C(O)c2ccccc2)c1 (centres undefined)	1	1	-3	11	-1	1	7	1	-14
CN(C)C(=O)c1noc2cc([N+](=O)[O-])ccc12	5	1	-7	1	1	1	-3	2	1
Cc1ccc(N(CC(=O)NC(C)c2ccccc2)S(=O)(=O)c2c(C)noc2C)cc1 (centres undefined)	-2	1	-5	3	-16	-4	-10	2	-7
CCOC(=O)C1(Cc2ccc(OC)cc2)CCN(S(C)(=O)=O)CC1	6	1	-2	4	-5	2	8	-3	1
COC(=O)c1[nH]c2ccccc2c1NC(=O)c1c(F)cccc1F	1	10	-1	-1	-8	18	1	-12	-4
CCOC(=O)CC(=O)CSc1nc2cc(C)ccc2cc1C	13	-2	-3	-3	-6	-14	9	-8	8
CCOC(=O)c1c(C)n(C(=O)c2ccco2)c(=O)n1C(=O)c1ccco1	18	0	-2	0	6	-2	-7	3	0
S=c1[nH]nc(NC2CCCCC2)s1	0	0	-2	-2	-6	1	12	-5	-5
CC(=O)c1nnn(-c2ccc([N+](=O)[O-])cc2)c1C	2	0	-3	-2	-3	-1	-6	-1	14
Cc1cccc(NS(=O)(=O)c2ccc3[nH]c(=O)oc3c2)c1C	3	8	4	-3	-29	5	7	-11	-5
COc1ccccc1N(Cc1ccccc1)S(=O)(=O)c1cccc(C(=O)NC2CC(C)(C)NC(C)(C)C2)c1	5	0	-7	6	-1	-7	11	-4	-10
O=C(c1cccc(S(=O)(=O)N2CCCCC2)c1)N1CCN(c2ccccc2)CC1	-1	3	-2	-4	12	-1	21	-6	13
NS(=O)(=O)c1ccc(CCNCc2cc(Br)ccc2OCc2ccccc2F)cc1	8	30	-9	-22	28*	0	28*	-20	19
O=C(O)CCSc1nnc(-c2cccnc2)n1-c1ccccc1	x	0	-5	9	2	-4	9	-4	2
O=C(N=C1SC2CS(=O)(=O)CC2N1c1ccc(Br)cc1F)C1CC1 (centres undefined)	20	2	-2	3	-12	-1	-13	2	-7
S=C(Nc1cccnc1)Nc1cccc2cnccc12	2	2	-2	8	-4	-2	4	3	2
Further results.
SMILES	TAAR1 agonist	CHRM4 agonist	CHRM1 agonist	CHRM1 PAM	CHRM4 antagonist	CHRM5 agonist	M5 antag	CHRM5 PAM	M1 antag
CN1C(=O)C(C)(C)c2cc(S(=O)(=O)NCC3CCC(C(=O)NCc4ccc(F)cc4)CC3)ccc21 (centres undefined)	1	2	-1	-2	-5	-1	-10	2	2
Nc1ccn([C@@H]2O[C@H](CNCc3cc(Br)ccc3OCc3ccccc3)[C@@H](O)[C@H]2O)c(=O)n1	0	1	-4	9	-6	0	-4	-1	-17
O=C(c1cccc([N+](=O)[O-])c1)N1CCN(c2ccc(N3CCOCC3)nn2)CC1	0	0	-7	5	3	0	6	-2	-5
COCCn1c(C)cc(C(=O)CSc2cc(C)c3ccccc3n2)c1C	-2	3	-6	0	7	-1	18	-11	6
CN(C)CCOCCOc1ccc(Cl)cc1Br	2	16	-5	-3	0	-10	21	-10	6
Cc1cc(N2CCOCC2)n2nc(C)c(-c3ccc(Cl)cc3)c2n1	4	5	0	-1	13	-2	8	-6	6
CCN(CC)C(=O)CSc1nc(N)c(-c2ccccc2)c(=O)[nH]1	3	0	-8	5	1	6	1	3	-5
CSc1nc(N)n2nc(-c3ccc(Cl)cc3)cc2n1	-1	-1	-4	5	-5	0	0	9	-12
CNC(=O)c1c(NC(=O)CCS(=O)(=O)c2ccc(C)cc2)sc(C)c1C	3	1	-2	3	-2	-1	2	-1	-3
COc1ccc(CCNC(=O)COC(=O)c2ccccn2)cc1	4	2	-4	3	-16	-2	8	2	-11
COc1ccccc1NC(=O)O/N=C(\N)c1ccccc1	0	0	-2	4	4	-1	1	0	-23
O=[N+]([O-])c1ccc(/C=N/Nc2nc(NCc3ccccc3)nc(N3CCOCC3)n2)cc1	2	0	-4	1	2	-2	-2	-7	1
Cc1csc(NC(=O)CSc2sc3c(O)cc(=O)[nH]c3c2C#N)n1	1	1	-2	2	7	0	14	0	-5
COCCNC(=O)Nc1ccc2c(c1)N(C)C(=O)CS2	7	2	-5	9	-9	2	-5	1	-5
COC(=O)CN(C)C(=O)c1ccccc1OC1CCN(S(C)(=O)=O)CC1	-1	0	0	9	6	4	5	2	-12
O=C1CC(c2ccccc2)n2nc(NS(=O)(=O)c3ccccc3)nc2N1 (centres undefined)	10	1	-2	2	1	-5	2	-6	-12
CCOC(=O)c1sc(NC(=S)NC(=O)C2CCCC2)cc1C	0	1	-8	-4	2	-4	9	-3	0
O=C(COC(=O)c1ccccc1Br)NC(=O)NCc1ccccc1	5	0	-2	-9	-4	-4	15	-10	8
COc1ccc(-c2[nH]c(-c3ccc(C(=O)O)cc3)nc2-c2ccccc2)cc1	0	0	-4	8	4	-1	-2	3	-3
CC(=C/c1ccccc1)/C=N/n1cnnc1	96*	29	22*	1	5	16	-11	-1	0
Cc1c(N=c2scc(-c3ccccc3)n2C)c(=O)n(-c2ccccc2)n1C	1	0	-6	-24	15	-16	9	-27	98*
O=C1CN(C(=O)COc2ccc(F)cc2Br)c2ccccc2N1	0	3	-4	3	-3	-4	3	-4	-9
CCc1nnc(NC(=O)c2c(OC)cccc2OC)s1	9	0	-5	-6	3	3	0	-5	14
Cc1ccc2nc(Nc3nc(CSc4nc5ccccc5s4)cc(=O)[nH]3)nc(C)c2c1	1	1	-7	0	5	2	1	0	-9
CC(=O)N1c2ccc(S(=O)(=O)N3CCC(C(=O)Nc4cccc(C(F)(F)F)c4)CC3)cc2CC1C (centres undefined)	3	8	1	-2	17	2	26	-12	14
(continued)
SMILES	TAAR1 agonist	CHRM4 agonist	CHRM1 agonist	CHRM1 PAM	CHRM4 antagonist	CHRM5 agonist	M5 antag	CHRM5 PAM	M1 antag
COc1ccc(NC(=O)COC(=O)CN2C(=O)C3CCCCC3C2=O)cc1OC (centres undefined)	5	14	6	4	-9	13	3	-16	2
O=C(Cc1ccccc1)N/N=C/c1ccc2cccc(O)c2n1	7	2	-4	-8	-21	2	10	-3	20
O=C(CN1CCCN(Cc2ccc(F)cc2Cl)C1=O)NC1CCCC1	34	0	-2	14	5	-2	1	3	-23
Cc1cc(C)c(S(=O)(=O)CCC(C)C)c(=O)[nH]1	2	0	-4	12	1	0	-1	10	-2
CCOc1cc2[nH]c(=S)n(Cc3ccc(C(=O)NCCCN(CC)CC)cc3)c(=O)c2cc1OCC	3	5	-10	11	-5	-5	13	2	-10
Cc1cnc(C(=O)OCC(=O)N(C(C)C)C(C)C)cn1	13	1	-2	-9	-7	-1	0	2	-7
C[C@H]1CN(S(=O)C(C)(C)C)[C@@H](CCO)/C1=C\c1ccccc1 (some centres undefined)	-1	1	-2	15	-11	1	-4	-3	-17
CCn1c(CC(=O)Nc2ccc(C)c(Cl)c2)nnc1SCc1ccc(Cl)c(Cl)c1	6	1	-6	-7	7	1	0	-2	0
c1ccc(N=Nc2ccc(C3=NCCO3)cc2)cc1	2	8	0	12	-15	-3	17	4	-15
CN1/C(=C\C=[N+](C)c2ccccc2)C(C)(C)c2ccccc21	1	1	-7	-3	7	-1	-4	0	7
Cc1ccc(N(Cc2cc3cccc(C)c3[nH]c2=O)S(=O)(=O)c2ccccc2)c(C)c1	x	8	-2	-3	9	-6	28*	-12	12
Cc1cc(C)nc(SCc2nnc(SCC(=O)Nc3ccccc3C)n2Cc2ccco2)n1	7	-1	0	6	-7	0	2	-1	7
CN(C1CCCCC1)S(=O)(=O)c1ccc(C(=O)Nc2sc3c(c2C(N)=O)CC(C)(C)NC3(C)C)cc1	85*	9	-9	3	4	3	7	6	-7
CC(C)(C)NC(=O)COC(=O)CCC(=O)c1cccs1	0	1	-3	-6	-11	5	-3	-1	3
Nc1oc2ccccc2c(=O)c1-c1ccc2c(c1)OCO2	1	0	-4	3	-1	-4	12	-4	3
CCOc1ccc(NC(=S)NC(=O)c2c(Cl)c(C)nn2C)c([N+](=O)[O-])c1	7	0	-5	9	-1	-1	1	-1	-2
COc1cccc(NC(=O)CNS(=O)(=O)c2ccc(Cl)cc2)c1	x	3	-2	1	-9	4	-7	1	-6
CCn1ncc(Br)c1C(=O)Nc1ncc(C)s1	12	1	-2	1	-8	4	10	-2	1
COc1ccc(CNC(=O)N2CCN(c3cccc(C)c3C)CC2)cc1OC	2	5	0	13	-2	2	4	0	-9
